LRH-1 inv ag: NR5A2 inverse agonism in reporter assay | HEK293T StAR-luciferase reporter, LRH-1 transfected, 24 h | inhibition, % at 3.6 µM | O00482 | 360,000 compounds, 0.13% hits;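 active means inhibition above the mean inhibition of all tested compounds plus 3 SD, cut at about 73% in these data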;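 further: 0% = DMSO wells and 100% = reporter-only cells lacking LRH-1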
Target sequence (O00482 whole entry, looked up): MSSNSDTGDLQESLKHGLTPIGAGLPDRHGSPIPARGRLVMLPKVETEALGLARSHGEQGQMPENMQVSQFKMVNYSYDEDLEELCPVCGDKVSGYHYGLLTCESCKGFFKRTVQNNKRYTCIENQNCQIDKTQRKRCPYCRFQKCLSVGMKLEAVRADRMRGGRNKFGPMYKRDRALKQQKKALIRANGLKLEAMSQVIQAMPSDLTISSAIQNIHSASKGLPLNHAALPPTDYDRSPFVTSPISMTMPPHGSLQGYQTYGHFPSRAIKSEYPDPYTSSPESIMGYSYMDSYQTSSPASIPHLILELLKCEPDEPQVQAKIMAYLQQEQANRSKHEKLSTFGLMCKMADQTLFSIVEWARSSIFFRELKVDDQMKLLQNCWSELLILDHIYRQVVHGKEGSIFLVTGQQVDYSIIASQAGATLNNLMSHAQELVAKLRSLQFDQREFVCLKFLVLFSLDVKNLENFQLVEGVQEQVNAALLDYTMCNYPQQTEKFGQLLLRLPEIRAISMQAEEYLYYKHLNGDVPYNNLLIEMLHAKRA
SRC2 inh: human SRC2 (NCOA2) inhibition; inhibition, % at 9 µM; HEK293 GAL4-SRC2 luciferase reporter, luminescence; Q15596; 370,000 compounds, 0.17% hits;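 active means inhibition above the mean inhibition of all tested compounds plus 3 SD, set per campaign, cut at about 52% in these data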;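 further: 0% = DMSO treated cells and 100% = cells given Gossypol at 36 µM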
MC4R barr agon: activates human MC4R beta-arrestin recruitment | 360,000 compounds, 0.98% hits | activation, % at 8.9 µM | AID 540308 | P32245 | U2OS MC4R beta-arrestin complementation, luminescence; percent of melanotan II response, DMSO zero;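 active means activation above a per-plate cutoff, the mean activation of sample wells on that plate plus 3 SD, cut at about 8% in these data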
Target sequence (P32245 whole entry, looked up): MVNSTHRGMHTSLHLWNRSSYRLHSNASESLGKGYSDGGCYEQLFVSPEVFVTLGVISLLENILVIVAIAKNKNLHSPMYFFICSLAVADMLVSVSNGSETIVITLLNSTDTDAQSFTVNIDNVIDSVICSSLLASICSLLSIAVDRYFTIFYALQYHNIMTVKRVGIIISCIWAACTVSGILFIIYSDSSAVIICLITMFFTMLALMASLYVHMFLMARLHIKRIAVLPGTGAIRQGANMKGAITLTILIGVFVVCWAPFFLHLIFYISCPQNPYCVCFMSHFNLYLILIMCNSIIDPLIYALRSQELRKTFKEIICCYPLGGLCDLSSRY
MC4R antagonist: human MC4R antagonism in cAMP assay; MC4R-expressing cells, MTII-stimulated cAMP, LANCE TR-FRET; inhibition, % at 6.5 µM; 360,000 compounds, 0.48% hits; AID 540295;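 active means inhibition above its plate's cutoff, the mean of tested wells on that plate plus 3 SD, cut at about 29% in these data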;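 further: 0% = Melanotan II alone and 100% = Melanotan II plus saturating MCL0020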
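Material – human MC4R-expressing U2OS cells · Repeats – no replicates · Detection – TR-FRET with Eu-cAMP and labeled anti-cAMP, 671 nm · Times – compound 30 min, challenge 1 h, detection 1 h · Compound – single nominal compound dose of 6.5 µM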
EBV LMP1 NFkB: reduces LMP1-driven NF-kappaB luciferase signal. LMP1-induced NF-kappaB luciferase reporter cells, luminescence. inhibition, % at 12.5 µM. 350,000 compounds, 0.69% hits. AID 504558; in the data active means inhibition above about 41%;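 further: 0% = neutral control wells and 100% = reference inhibitor control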
NCOA3 inh: inhibitors of human steroid receptor coactivator 3 (SRC3); Q9Y6Q9; HEK293 GAL4-SRC3 luciferase reporter, luminescence; inhibition, % at 3.6 µM; 360,000 compounds, 0.17% hits; AID 588352;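 active means inhibition above a per-campaign cutoff, the mean of all compounds plus 3 SD, cut at about 60% in these data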;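 further: 0% = DMSO-treated cells and 100% = gossypol-treated cells at 36 µM; higher means less SRC3-driven luciferase light from the GAL4 reporter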
COUP-TFII inh: inhibitors of human COUP-TFII (NR2F2); P24468; inhibition, % at 8.6 µM; 370,000 compounds, 0.7% hits; HEK293T NGFI-A luciferase reporter, luminescence;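 active means inhibition above a per-plate cutoff, mean inhibition of test wells between control levels plus 3 SD, cut at about 38% in these data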;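 further: cells cotransfected with COUP-TFII expression vector driving the NGFI-A reporter; 0% = median of COUP-TF2 test wells and 100% = reporter-only cells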
NOD2-RIPK2 inh: NOD2-RIPK2 protein interaction inhibition; O43353; CHO BLA complementation NOD2-RIPK2, CCF4 ratio; inhibition, % at 4.98 µM; 360,000 compounds, 0.38% hits; AID 624267; in the data active means inhibition above about 21%;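 further: 0% = vehicle only and 100% = reference blocker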
SRC1 inh: inhibitors of human steroid receptor coactivator 1 (SRC1); Q15788; HEK293 GAL4-SRC1 luciferase reporter, luminescence; inhibition, % at 3.6 µM; 360,000 compounds, 0.12% hits; AID 588354;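 active means inhibition above the campaign mean plus 3 SD, with each screening campaign given its own cutoff, cut at about 60% in these data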;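 further: 0% = DMSO treated cells and 100% = gossypol at 36 µM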
TLR9-MyD88 block: blocks human TLR9 binding to MyD88; Q9NR96+Q99836; CHO BLA complementation TLR9-MyD88, CCF4 FRET ratio; inhibition, % at 4.98 µM; 340,000 compounds, 0.21% hits; AID 504734;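 active means inhibition above the mean over all tested compounds plus 3 SD, cut at about 21% in these data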;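 further: 0% = DMSO only wells and 100% = clavulanate BLA inhibitor control wells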
ABHD5 PLIN5 PPI: blocks binding of human ABHD5 to perilipin-5; Split G. princeps luciferase complementation, luminescence, 4 h; inhibition, % at 4 µM; 360,000 compounds, 0.78% hits; AID 602281;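 active means inhibition above the mean inhibition across every tested compound plus 3 SD, cut at about 22% in these data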;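 further: 0% = DMSO only wells and the 100% control is not disclosed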
* marks the source's active call; other numbers are inactive results; . = not tested or not shown. A portion of the library; rates above refer to the full screens.

SMILES	LRH-1 inv ag	SRC2 inh	MC4R barr agon	MC4R antagonist	EBV LMP1 NFkB	NCOA3 inh	COUP-TFII inh	NOD2-RIPK2 inh	SRC1 inh	TLR9-MyD88 block	ABHD5 PLIN5 PPI
Cc1ccc(C(=O)NCC(=O)OCC(=O)N(CC(C)C)c2c(N)n(Cc3ccccc3)c(=O)[nH]c2=O)cc1	0	1	2.9	6	0	-1	13	-1	-5	-12	8
COCCNCC(=O)Nc1nc(C)cs1	-8	6	-0.6	4	-12	8	3	-8	4	8	-3
Cc1c(NC(=O)CCN2C(=O)c3ccccc3C2=O)c(=O)n(-c2ccccc2)n1C	-2	16	-0.5	0	-3	17	6	-3	-17	6	-3
O=C(Oc1c(Cl)cc(Cl)c2cccnc12)c1ccco1	9	13	-3.2	-2	38	24	2	-8	9	9	1
Cc1ccc(NC(=S)NNC(C)(C)C)cc1	-30	-25	-1.9	2	3	-19	17	-6	-20	-2	-4
CCCC(=O)N(Cc1cccnc1)c1nc2c(OC)ccc(Cl)c2s1	15	17	-2.6	3	-12	8	10	-10	1	-8	7
COc1ccc2c(c1)C(=O)C1NC(=O)NC(=O)C1(Br)N2 (configuration not stated)	5	-14	-2.2	5	5	-1	-5	-15	-10	-4	3
Cc1cccc(C(O)c2ncc(-c3ccccc3Cl)[nH]2)c1C (configuration not stated)	0	-32	-1.1	3	.	6	-16	-13	-4	.	8
CC(C)c1cc(C(=O)N2CCCC(Nc3ccc(F)cc3)C2)n[nH]1 (configuration not stated)	10	-29	-2.3	-2	-7	5	14	-1	-16	9	-3
CCOC(=O)c1cn2nc(Oc3cccc(C(F)(F)F)c3)ccc2n1	1	-12	6.4	4	3	6	-1	0	-7	2	17
Cc1ccc(S(=O)(=O)N2C[C@@H]3[C@H]4CC[C@H](C4)[C@@H]3[C@@H](C)[C@H]2c2ccco2)cc1	-2	16	-1.0	12	8	-14	-1	7	1	-4	-2
c1ccc(COc2ccc(-c3cc4nc(NCc5ccc6c(c5)OCO6)ccn4n3)cc2)cc1	-10	-3	0.6	17	.	-14	24	1	-23	.	-7

Record cards (already shown). Screens in order: LRH-1 inv ag	SRC2 inh	MC4R barr agon	MC4R antagonist	EBV LMP1 NFkB	NCOA3 inh	COUP-TFII inh	NOD2-RIPK2 inh	SRC1 inh	TLR9-MyD88 block	ABHD5 PLIN5 PPI
Shown for `Cc1ccc(C(=O)NCC(=O)OCC(=O)N(CC(C)C)c2c(N)n(Cc3ccccc3)c(=O)[nH]c2=O)cc1` : 0	1	2.9	6	0	-1	13	-1	-5	-12	8
Shown for `c1ccc(COc2ccc(-c3cc4nc(NCc5ccc6c(c5)OCO6)ccn4n3)cc2)cc1` : -10	-3	0.6	17	.	-14	24	1	-23	.	-7

More structures follow:
SMILES	LRH-1 inv ag	SRC2 inh	MC4R barr agon	MC4R antagonist	EBV LMP1 NFkB	NCOA3 inh	COUP-TFII inh	NOD2-RIPK2 inh	SRC1 inh	TLR9-MyD88 block	ABHD5 PLIN5 PPI
CCOc1ccc(-c2cc(C(=O)Nc3cccc(C(F)(F)F)c3)[nH]n2)c(C)c1	-52	4	11*	4	.	-29	-9	-3	-21	.	-9
CN(Cc1ccon1)C(=O)c1ccc2nc(Cc3cccc(Cl)c3)oc2c1	-4	-32	0.1	0	4	7	-7	12	16	2	16
CCc1nnc(NC(=O)c2ccncc2)s1	-18	5	3.5	-3	-7	0	6	0	-11	-13	-6
Cc1onc(-c2ccccc2)c1C(=O)N/N=C/c1ccccc1OC(C)C	-19	8	0.3	13	0	-14	5	4	-11	5	-6
Cc1[nH][nH]c(=O)c1N=Nc1ccc(Cl)cc1	-32	-40	-2.4	4	8	-3	-13	2	-4	-8	-2
Cc1c(C(=O)NNC(=O)c2csc(N3CCOCC3)n2)oc2ccccc12	-1	-20	0.5	8	3	15	5	-3	-15	-8	-9
CN(C)CC(O)CN1C(=O)N(CN2C(=O)N(CC(O)CN(C)C)C(=O)C2(C)C)C(C)(C)C1=O (configuration not stated)	17	-8	-1.5	-11	-2	20	-16	-11	13	.	12
CCC(=O)N1CCc2cc(S(=O)(=O)NCCCN3CCN(Cc4ccccc4)CC3)ccc21	-4	-18	-1.2	2	5	-8	6	4	-3	-2	-2
Oc1ccccc1C(=S)N1CCCCC1	-6	-15	0.1	-4	2	-14	14	-10	-31	2	-6
O=C(O)Cn1cnc2sc3c(c2c1=O)CCCC3	5	5	-1.9	-2	-29	6	7	-1	1	-2	3
O=C(COC(=O)C1(c2ccc(F)cc2)CCCC1)Nc1ncc(C(F)(F)F)cc1Cl	-5	-5	-0.5	4	3	9	-9	-6	3	-6	-11
Fc1ccc(NC(=S)N2CCCC2)cc1Cl	-3	-5	-0.5	-3	0	-7	-13	0	20	9	-5
CCCCN(Cc1ccccc1)S(=O)(=O)c1c(N)n(C)c(=O)n(C)c1=O	-5	7	-1.0	6	0	10	22	5	4	15	3
COc1ccc(Cn2nnnc2C(c2cccnc2)N2CCN(c3ccc(O)cc3)CC2)cc1 (configuration not stated)	0	-14	-3.1	10	-13	2	7	-14	-2	-8	8
COc1ccc(N=c2oc3c(OC)cccc3cc2C(=O)NCc2ccco2)cc1OC	-7	.	-1.0	12	-6	5	.	-3	2	-3	4
O=C1OC(CO)CN1Cc1ccccc1 (configuration not stated)	23	7	-0.7	2	-1	3	13	-2	2	-6	1
Cc1ccc(OCCNC(=O)C2CC(=O)N(Cc3ccccc3)C2)cc1 (configuration not stated)	-4	19	0.0	3	7	-11	-19	-10	0	-11	6
C=C[C@@]1(C)CCC(/C(C)=C/C=C/C(C)(C)O)C[C@@H]1C(=C)C (some centres not stated)	-38	12	0.0	9	4	-23	0	-4	-7	0	-3
O=C(O)CCC(=O)Nc1sc2c(c1C(=O)Nc1ccccc1)CCCCC2	-27	-33	-0.7	0	-4	-22	9	-7	-30	2	24*
CC12C(=O)N(c3nccs3)C(=O)C1C1C=CC2C1 (configuration not stated)	-5	-11	-2.6	3	-4	7	-5	0	-2	-1	-2
CC(C)(C)C(=O)NC(=S)Nc1ccc(C(F)(F)F)cc1	-30	3	0.9	4	-11	10	1	2	-23	1	-11
CC(NC(=O)CCNC(=O)c1ccco1)c1ccc(F)cc1 (configuration not stated)	-5	-14	-4.4	9	-4	12	-7	-8	-10	2	2
O=C(CSc1ncccn1)N/N=C/c1ccc2c(c1)OCO2	-26	-10	-1.4	7	-9	-18	-8	-1	-30	2	1
COc1ccc(CCNC(=O)CN2C(=O)c3ccccc3S2(=O)=O)cc1OC	-4	-1	0.6	10	-9	-13	-4	-9	1	0	2
COc1ccc(C(=O)Nc2ccccc2C(=O)Nc2cc(C)ccn2)cc1	-52	-44	0.3	11	-9	-55	-10	15	-85	-6	-2
C=C1CC[C@H](O)C/C1=C/C=C1\CCC[C@]2(C)[C@@H]([C@H](C)/C=C/[C@H](C)C(C)C)CC[C@@H]12	-16	6	-0.7	-1	-7	-17	0	2	-6	-4	-7
Cc1ccc(C(C)C)c(OCCN2CCc3ccccc3C2)c1	28	-6	-0.6	-1	7	13	10	-11	-6	-17	-11
O=C(CCNC(=O)c1ccco1)Nc1nc2ccccc2s1	-11	-24	-3.2	4	-17	-46	-7	-4	-42	-4	2
S=c1[nH]nc(-c2cc(-c3ccco3)[nH]n2)n1-c1ccccc1	1	-33	-0.9	10	-33	11	-4	5	-4	0	-3
CC(=O)Nc1cc(-c2ccccc2CN(C)C)cn2c(-c3ccc(F)c(Cl)c3)cnc12	0	11	2.1	2	.	4	-7	1	9	.	17
Cc1cccc(NC(=O)c2ccc3c(c2)C(=O)N(Cc2cccnc2)C3=O)c1C	2	4	-1.6	4	-5	6	-10	-8	2	1	1
CCOc1cc(OCC)c(C(C)=O)cc1OCC	-1	11	1.2	-7	-5	14	-4	0	10	-2	8
O=C(c1ccc(N2CCCC2=O)cc1)N1CCN(c2ccccc2F)CC1	-11	25	-1.0	-3	1	-1	6	8	-2	13	-3
O=C(O)c1ccc(NS(=O)(=O)c2ccc3c(c2)C(=O)c2cc(S(=O)(=O)Nc4ccc(C(=O)O)cc4)ccc2-3)cc1	-3	15	-1.4	3	5	-1	0	-3	0	-9	6
O=C(C[n+]1cc(-c2ccc(Cl)cc2)n2c1CCC2)N1c2ccccc2Sc2ccccc21	-5	-32	-1.6	1	3	-1	17	-4	-11	2	23*
CCCSc1ccc([C@H]2N[C@@](Cc3ccccc3)(C(=O)OC)[C@H]3C(=O)N(C)C(=O)[C@@H]23)cc1	-30	7	1.0	11	4	11	8	-5	5	-3	7
CCC(C(=O)OCC(=O)Nc1ccc(C)c(S(=O)(=O)N2CCOCC2)c1)c1ccccc1 (configuration not stated)	2	-4	-3.0	2	4	-12	8	6	-11	-6	-15
COc1cc(-c2nc(S(=O)(=O)c3ccccc3)c(N3CCOCC3)o2)cc(OC)c1OC	5	7	-1.1	-2	7	-22	-11	-11	-43	5	5
CC(C)(C)c1nnc2sc(SCC(O)=C(C#N)c3nc4ccccc4[nH]3)nn2c1=O	-23	-2	-0.8	7	-5	-27	-3	-6	-6	3	-11
CC(C)(CC(=O)c1ccccc1)CC(=O)c1ccccc1	2	3	-1.7	7	2	-25	11	6	-7	8	-3
COc1ccc(NC(=O)Nc2nnc(-c3ccccc3F)s2)cc1	-17	-2	-3.6	8	-19	-2	0	2	-31	-6	0
COc1ccc(CN2CCNC(=O)C2CC(=O)NCCN2CCCCC2=O)c(F)c1 (configuration not stated)	15	-14	-0.4	-2	-1	-20	8	-4	-25	0	9
CCOC(=O)CC(=O)CSc1nc2ccc(OC)cc2cc1C	-40	-29	-1.6	-1	5	-22	-11	3	-15	4	0
CC(NS(C)(=O)=O)C(c1cccs1)N1CCN(c2ccccc2F)CC1 (configuration not stated)	0	-15	-0.6	8	7	14	16	4	2	3	-6
Cc1cc(C)cc(NC(=S)Nc2cccc3ccccc23)c1	1	-15	-1.0	6	1	6	21	-4	2	5	-10
COc1nc(-c2ccccc2)ccc1-c1noc(-c2ccco2)n1	-67	-64	31*	2	-30	-99	-37	5	-128	-15	-3
O=C(Cn1cnc2ccccc21)c1ccc(Cl)cc1	-13	-3	-1.7	-3	10	-4	-8	-1	-11	2	5
CCC(=O)NC(=S)Nc1ccc(NC(=O)COc2ccc(Cl)c(C)c2)cc1	-18	-15	19*	12	-9	-48	-10	0	-18	-5	-2
CC(C)(C)n1nnnc1C(c1ccncc1)N1CCCCCC1 (configuration not stated)	-14	-17	-0.6	7	-7	17	0	-7	-5	-9	-2
CCCCOc1ccc(OCCNS(=O)(=O)N(C)C)cc1	-4	0	1.7	9	6	-27	1	-7	-11	-6	6
COc1cccc(CNCc2ccc3c(c2)OCO3)c1	2	-13	-0.4	6	-12	7	4	0	-4	-1	1
CC(CCc1ccccc1)NC(=O)CN1CCN(Cc2ccc(Cl)cc2)C1=O (configuration not stated)	24	2	-1.2	3	-2	8	-7	3	-9	-7	2
O=C(CN(C1CCCCC1)S(=O)(=O)c1ccccc1)NCc1ccco1	0	0	0.6	-1	-15	9	2	-2	-2	-3	0

Screens deposited in PubChem BioAssay by several laboratories.
